Screening results as filed in PubChem.
mIAP act = activators of mouse IAP, primary screen, biochemical, luminescence, uHTS | activation factor at 10 µM | 0.24% of 330,000 active | intestinal alkaline phosphatase [Mus musculus] | AID 2805, 2010 | muIAP, CDP-Star luminescence, 30 min; stronger effect = higher value; 1 = vehicle-only enzyme signal, 0 = enzyme-free wells;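 active means activation factor of at least 2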; further: the source names both 10 and 20 µM as test concentration; values of inactives mirror those of a sister screen read the other way
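also added = chemiluminescent substrate CDP-Star | test system = mouse IAP enzyme | signal = chemiluminescence readout | compound = DMSO-dissolved test compounds | incubation = 30 min at room temperature | benchmarks = DMSO wells, no-enzyme wells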
ATG4B inh = ATG4B protease inhibitors, primary screen, biochemical, fluorescence, uHTS; ATG4B cleavage of LC3-PLA2, NBD-HPC fluorescence, 1 h; inhibition, % at 8.33 µM; 0.51% of 340,000 active; AID 504462, 2011; in the data active means inhibition above about 40%
Target sequence (Q9Y4P1 whole entry, looked up): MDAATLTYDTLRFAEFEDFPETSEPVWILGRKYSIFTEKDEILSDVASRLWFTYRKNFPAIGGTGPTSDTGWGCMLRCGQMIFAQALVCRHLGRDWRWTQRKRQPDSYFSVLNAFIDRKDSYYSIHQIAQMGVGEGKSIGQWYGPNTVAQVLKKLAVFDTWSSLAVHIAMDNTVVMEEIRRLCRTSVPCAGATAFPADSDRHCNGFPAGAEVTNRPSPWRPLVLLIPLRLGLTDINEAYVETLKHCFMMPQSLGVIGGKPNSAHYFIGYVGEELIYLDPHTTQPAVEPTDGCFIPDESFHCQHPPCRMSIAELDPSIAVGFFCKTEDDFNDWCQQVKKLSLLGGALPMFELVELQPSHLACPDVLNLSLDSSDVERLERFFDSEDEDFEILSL
hIAP inh = human IAP inhibitors, primary screen, biochemical, luminescence, uHTS | purified IAP, CDP-Star luminescence, 30 min | inhibition, % at 10 µM | 0.12% of 330,000 active;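 active means inhibition reaching a set limit with compound at 10 µM in the primary screen, cut at about 35% in these data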;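 further: plate controls were DMSO wells with enzyme for no effect and no-enzyme buffer wells for full effect; values of inactives mirror those of a sister screen read the other way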
mIAP block = inhibitors of mouse IAP, primary screen, biochemical, luminescence, uHTS. purified mouse IAP, CDP-Star luminescence, 30 min. inhibition, % at 10 µM. 0.2% of 330,000 active;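 active means inhibition of at least 40% at 10 µM in the primary screen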;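 further: plate controls were DMSO with enzyme for no effect and no enzyme wells for full effect; values of inactives mirror those of a sister screen read the other way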
A3G deaminase = APOBEC3G DNA deaminase inhibitors, primary screen, biochemical, fluorescence, single-stranded DNA substrate, uHTS; recombinant A3G, ssDNA deamination FAM/TAMRA fluorescence; 0.28% of 330,000 active; DNA dC->dU-editing enzyme APOBEC-3G (Homo sapiens), Q9HC16; inhibition, % at 20 µM; AID 493012, 2011;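 active means inhibition of at least 40% at 20 µM, with no more than 30% in the related APOBEC3A deaminase screen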;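 further: plate controls were DMSO wells with A3G for no effect and wells lacking A3G enzyme for full effect; some compounds called inactive have numbers as strong as hits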
Target sequence (Q9HC16 whole entry, looked up): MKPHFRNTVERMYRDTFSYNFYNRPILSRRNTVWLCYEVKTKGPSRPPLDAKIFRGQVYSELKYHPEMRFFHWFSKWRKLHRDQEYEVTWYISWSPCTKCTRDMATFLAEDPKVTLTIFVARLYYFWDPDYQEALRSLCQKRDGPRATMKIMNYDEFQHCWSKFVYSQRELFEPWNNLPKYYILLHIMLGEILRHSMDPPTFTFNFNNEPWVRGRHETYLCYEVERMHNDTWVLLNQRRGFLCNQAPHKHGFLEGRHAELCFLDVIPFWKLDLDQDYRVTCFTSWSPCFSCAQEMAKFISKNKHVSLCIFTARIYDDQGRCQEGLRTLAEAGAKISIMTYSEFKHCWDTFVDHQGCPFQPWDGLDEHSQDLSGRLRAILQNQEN
MPTP inh = mitochondrial permeability transition pore inhibitors, primary screen, biochemical, isolated mouse mitochondria, absorbance; inhibition, % at 10 µM; Ca2+ swelling absorbance, 30 min; 1.4% of 360,000 active; AID 602449, 2012;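 active means inhibition of 50% or more, scaled per plate between neutral and stimulator controls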;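 further: 0% = DMSO wells given calcium and 100% = 1 mM EGTA wells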
hIAP act = human IAP activators, primary screen, biochemical, luminescence, uHTS. purified human IAP, CDP-Star luminescence, 30 min; stronger effect = higher value; 1 = vehicle-only enzyme, 0 = enzyme-free background. activation factor at 10 µM. 0.16% of 330,000 active. AID 2524, 2010;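 active means activation factor of the enzyme at least 2-fold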; further: the source names both 10 and 20 µM as test concentration; values of inactives mirror those of a sister screen read the other way
A3A deaminase = APOBEC3A ssDNA deaminase inhibitors, primary screen, selectivity assay for APOBEC3G inhibitor project, biochemical, FAM/TAMRA oligo cleavage fluorescence; recombinant A3A, FAM/TAMRA ssDNA deamination fluorescence; DNA dC->dU-editing enzyme APOBEC-3A (Homo sapiens), P31941; 0.41% of 330,000 active; inhibition, % at 20 µM;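 active means at least 40% inhibition at 20 µM here, with at most 30% in a related deaminase screen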;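 further: plate controls were A3A with DMSO for no effect and wells lacking A3A enzyme for full effect; some results filed as inactive read as strong as hits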
Target sequence (P31941 whole entry, looked up): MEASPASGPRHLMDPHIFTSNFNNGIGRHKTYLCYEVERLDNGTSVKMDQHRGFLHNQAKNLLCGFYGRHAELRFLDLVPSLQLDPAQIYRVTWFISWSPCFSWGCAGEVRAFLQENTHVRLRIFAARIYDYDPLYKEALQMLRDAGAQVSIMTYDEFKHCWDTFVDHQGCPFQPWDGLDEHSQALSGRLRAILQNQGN
beta cell repl = inducers of MIN6 beta-cell proliferation, primary screen, ATP luminescence, uHTS | MIN6 cells proliferation, ATPlite luminescence, 48 h; cells starved in 0.2% serum; 100% = growth in 10% serum | proliferation, % at 10 µM | 0.29% of 330,000 active | AID 2380, 2010;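 active means compounds whose signal lies at least 3.5 SD above the mean of all wells on their plate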;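 further: 0% = DMSO-treated cells in low-serum medium and 100% = 10% serum control; some compounds called inactive have numbers as strong as hits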
The depositor's hits bear a star; / = not tested or not shown.

Molecule	mIAP act	ATG4B inh	hIAP inh	mIAP block	A3G deaminase	MPTP inh	hIAP act	A3A deaminase	beta cell repl
O=C(CSc1nc2ccccc2c(=O)n1Cc1ccco1)NCc1ccccc1	0.91	1	2	9	-6	0.3	0.98	0	-1
NC(=O)c1ccc2nc(-c3ccccc3)c(-c3ccccc3)nc2c1	0.91	4	11	9	-5	0.5	0.89	-2	1
Cc1ccc(Cl)c(NC(=O)COC(=O)c2nn(C)c(=O)c3ccccc23)c1Cl	0.97	-1	16	3	-3	1.4	0.84	-1	4
Cc1cc(C)c(S(=O)(=O)Nc2nccs2)c(C)c1	0.96	-3	-16	4	-8	0.4	1.2	-4	0
CCN(CC)c1ncnnc1-c1ccccc1	1.1	7	4	-8	-4	-0.5	0.96	-2	-2
COC(=O)[C@H]1CN(C(=O)c2ccccc2)C(=O)N1	0.9	-19	1	10	-7	-0.3	0.99	-4	5
O=C(N/C(=C/c1ccc(F)cc1)C(=O)N1CCCCC1)c1ccco1	1.1	2	20	-10	1	0.3	0.8	6	5
CCCCn1c(N)c(N(CC)C(=O)/C=C/c2ccco2)c(=O)[nH]c1=O	0.92	-1	3	8	-12	0.2	0.97	-1	-2
Cc1ccc2cc(/C=N/NC(=O)[C@H]3C[C@@H]3c3ccccc3)c(Cl)nc2c1	0.89	-14	4	11	-8	15	0.96	-3	-1
COc1ccc(N2C3=C(C(=O)CC(C)(C)C3)C(c3ccccc3OC)C3=C2CC(C)(C)CC3=O)cc1	0.92	-4	12	8	20	4.7	0.88	-3	0
Cc1c(Cl)cccc1NC(=O)COC(=O)C12CC3CC(CC(O)(C3)C1)C2	1.2	2	-2	-21	-6	-0.3	1	14	-5
CC(=O)Oc1ccc(C(=O)[C@H]2[C@H]3C(=O)N(c4cccc5ccccc45)C(=O)[C@H]3[C@@H]3C=CC=NN32)cc1	0.92	8	-2	8	-3	2.5	1	0	0
O=C(CSc1nnc(C2CCCCC2)o1)Nc1ccccc1Cl	1	3	0	-1	-10	1.3	1	-3	-1
Clc1ccccc1-c1ccc(CN2CCN(c3ccccc3)CC2)o1	1	/	1	-1	-2	2.5	0.99	-2	-2
Cc1nnc(NC2=NCCCCC2)o1	1.1	-5	6	-7	0	1.3	0.94	-1	1
Cc1ccc2c(Cl)cc(Cl)c(OCC(=O)NC(C)(C)C)c2n1	0.99	4	-5	1	-1	-6.5	1.1	5	-4
CCCCN1C(=O)NC(c2ccc(OC)cc2)C(C(=O)OCc2ccccc2)=C1C (stereo not given)	1	-3	14	-5	-3	0.1	0.86	1	-4
Cc1csc(SCC(=O)NC(=O)Cc2ccccc2)n1	1.1	2	-12	-7	-4	-1.4	1.1	1	0
O=C(c1ccc2c3c(cccc13)CC2)N1CCOCC1	1	-11	-30	-1	-9	-2.0	1.3	-3	5.3*
CC(C)=CC(=O)Nc1ccc(Cl)cc1	0.96	10	-8	4	-4	2.6	1.1	0	-2
Cc1ccc(CS(=O)(=O)CCC(=O)NCCC(C)C)cc1	1	0	4	0	-4	-4.1	0.96	-2	0
S=C(Nc1ccc(Cl)c(Cl)c1)N1CCCC1	0.96	9	11	4	-9	-0.1	0.89	-5	2
Cc1ccc(NC(=O)CSCC(=O)OC(C)C(=O)Nc2ccc(S(N)(=O)=O)cc2)c(C)c1 (stereo not given)	1	0	1	-1	-6	0.1	0.99	0	-2
CC[C@]12C(=O)N(C)C[C@H]([C@@H]3C(=O)N(C)C(=O)[C@@H]31)N2C(=O)c1ccc(C(F)(F)F)cc1	0.88	-6	-7	12	-7	0.8	1.1	0	-3
COc1cc([C@@H]2OC[C@@H]3[C@H]2CO[C@@H]3c2ccc3c(c2)OCO3)ccc1O	1.1	-7	0	-11	-10	1.0	1	-3	-1

(next part)
Molecule	mIAP act	ATG4B inh	hIAP inh	mIAP block	A3G deaminase	MPTP inh	hIAP act	A3A deaminase	beta cell repl
CC1CCCN(c2nc3c(c(=O)[nH]c(=O)n3C)n2CCSc2nc3ccccc3o2)C1 (stereo not given)	0.99	0	2	1	3	-0.9	0.98	0	5
CC1CCN(CCCCOc2cccc(Br)c2)CC1	1	11	3	-2	-4	1.1	0.97	1	0
CN(C)C(=O)N=NC(=O)N(C)C	1.1	-4	-9	-10	-2	4.3	1.1	-3	-2
O=C(Nc1ccc(N2CCOCC2)cc1)c1ccc2c(c1)OCO2	0.98	0	2	2	-8	1.0	0.98	-4	0
COc1ccccc1-n1cc(C(=O)c2cc(Cl)ccc2O)cc(C#N)c1=O	0.98	-3	12	2	-6	-0.5	0.88	-3	-2
CNc1ccccc1C(C)(C)c1cc(-c2cccc(Br)c2)no1	1	2	-1	-1	-11	11	1	3	-5
COc1ccccc1C(=O)NCC(=O)OCC(=O)N1CC(C)OC(C)C1 (stereo not given)	1	7	0	-1	-10	-1.2	1	-3	5
CCCC(=O)Nc1cccc(-c2nc3ccccc3c(=O)o2)c1	0.97	6	-2	3	-6	0.6	1	-5	-4
CC(=O)c1ccccc1C(=O)NCc1cccnc1	1.1	14	-2	-6	-1	-0.1	1	2	0
COc1cccc(N2CCN(C(=S)NCCc3ccccc3)CC2)c1	1.1	-13	2	-9	-5	-0.5	0.98	-1	-1
Cc1ccc(S(=O)(=O)N2CCN(C(=O)CSc3nnc(C)c(=O)[nH]3)CC2)cc1	0.92	6	7	8	-4	8.4	0.93	2	0
NC(=O)CC(NC(=O)Cc1ccc(Br)cc1)c1ccc(NCCc2ccc(F)cc2)c([N+](=O)[O-])c1 (stereo not given)	0.86	0	9	14	-2	0.3	0.91	-3	-1
O=C(NCCC1=CCCCC1)C1CC(=O)N(C2CCCCCC2)C1 (stereo not given)	1	8	16	-1	-7	0.8	0.84	-5	-1
CC(=O)c1cc2c(cc1NC(=O)CN1CCOCC1)OCO2	0.98	0	15	2	1	-0.2	0.85	7	-2
CC(=O)NC1=NN(C(C)=O)C2(CCCC2)S1	1	-4	-8	0	-3	1.3	1.1	-2	-2
Cc1c(CC(=O)O)c(=O)oc2cc(OCc3ccc(Br)cc3)ccc12	0.94	3	-7	6	-7	0.7	1.1	0	-3
O=C(CN1C(=O)c2cccc([N+](=O)[O-])c2C1=O)N1CCN(S(=O)(=O)c2ccccc2)CC1	1.1	-16	-22	-14	-9	-0.3	1.2	-4	-2
CC(=C1C2C=CC1C1C(=O)NC(=O)C21)c1ccccc1 (stereo not given)	0.94	-9	6	6	-5	-0.3	0.94	-3	-2
CC(C)CN(C(=O)CSc1nnc(-c2ccco2)o1)c1c(N)n(Cc2ccccc2)c(=O)[nH]c1=O	0.86	-9	-27	14	3	1.4	1.3	6	0
CCCCn1c(N)c(N(CC(C)C)C(=O)CSC(C)C(=O)Nc2cc(C)on2)c(=O)[nH]c1=O (stereo not given)	0.93	-15	-8	7	-4	-1.6	1.1	5	8
CC1(C)CC(NS(=O)(=O)c2ccc(Cl)cc2)CC(C)(C)N1	1	-11	10	-4	-1	1.6	0.9	-3	1
Nc1nonc1NC(=O)CSc1nc2ccccc2s1	0.96	0	17	4	-2	-0.3	0.83	0	-2
COC(=O)c1ccc(C)c(NC(=O)CCc2ccc(OC)c(OC)c2)c1	0.97	-6	14	3	-4	0.8	0.86	-1	0
CCOC(=O)c1sc(NC(=O)CN2CCN(c3ccccc3)CC2)nc1C	1	-9	0	-1	-13	0.5	1	-5	-1
COc1ccccc1C(=O)N/N=C(\C)c1ccc(NC(=O)Cc2ccccc2)cc1	0.95	0	13	4	-5	3.8	0.87	-1	9

Further records
Molecule	mIAP act	ATG4B inh	hIAP inh	mIAP block	A3G deaminase	MPTP inh	hIAP act	A3A deaminase	beta cell repl
COc1ccc(Br)cc1C(=O)NC(=S)Nc1ccc(Cl)c(C(=O)O)c1	0.91	-1	13	9	-3	-0.8	0.87	-2	-3
COc1cc(/C=N/O)ccc1Oc1cnccn1	0.99	8	9	1	-6	-0.2	0.91	2	-1
CCOC(=O)c1ccc(-c2ccc3oc(-c4ccsc4)cc(=O)c3c2)cc1F	1.1	-8	-4	-11	-4	-1.7	1	-4	-1
COc1cccc([C@@H]2Oc3ccc(Br)cc3C(=O)[C@H]2OC(=O)NC2CCCC2)c1	0.98	-6	0	2	-15	/	0.99	-5	-8
Cc1cc(NC(=O)c2sccc2C)n(-c2cccc(Cl)c2)n1	0.95	-8	4	5	-3	-6.2	0.96	-1	-1
COc1ccc([C@H]2CC(=O)C=C(c3ccc4ncccc4c3)C2)cc1OC	0.86	-8	-4	14	-5	-0.1	1	0	-1
Cc1ccc(-c2nc3cc(Cl)ccc3o2)cc1	0.9	-10	1	10	-3	-0.5	0.99	-1	-2
CCC(C)N(C(=O)COc1ccc(-c2nnco2)cc1)C1CCS(=O)(=O)C1 (stereo not given)	0.88	0	-6	12	-3	-1.1	1.1	-1	-3
CC(=O)Nc1cccc(NC(=S)Nc2cccc(Cl)c2C)c1	0.82	8	-1	18	-1	-0.7	1	0	-3
O=C(NCc1ccccn1)/C(=N/O)c1ccccc1	0.99	4	-3	1	-10	-0.2	1	-4	0
c1ccc(-n2nnnc2Oc2ccc(-n3ccnc3)cc2)cc1	0.96	-6	-13	4	-4	-0.3	1.1	-2	-2
COc1ccc(CNC(=O)[C@H](Cc2c[nH]c3ccccc23)NC(=O)[C@@H]2Cc3ccccc3CN2)cc1	1.2	-14	14	-18	-10	-1.8	0.86	-4	-4
CCN(CC)CCN1C(=O)C(=O)/C(=C(/O)c2c(C)[nH]c(C(=O)OC)c2C)C1c1ccccc1 (stereo not given)	0.99	2	-4	1	-7	-1.9	1	-3	-3
Cc1cccc(NC(=O)c2cc([N+](=O)[O-])ccc2NCC2CCCO2)n1 (stereo not given)	0.88	-1	5	12	1	0.6	0.95	2	5
CC(=O)Nc1ccc(NC(=O)C(NS(=O)(=O)c2cccc3nsnc23)C(C)C)cc1 (stereo not given)	1.1	2	-18	-8	2	-0.8	1.2	3	0
CCOC(=O)c1c(NC(=O)CN2C(=O)NC3(CCCCC3C)C2=O)sc(C)c1CC (stereo not given)	0.81	4	0	20	-10	-0.1	0.99	-1	-6
CCOC(=O)C1=C(C)N(CCCCCC(=O)O)C(=O)NC1c1ccc(Cl)cc1 (stereo not given)	1	5	3	0	-12	-0.7	0.97	-2	-3
COc1ccc(CN(C)Cc2nc3scc(-c4ccccc4)c3c(=O)[nH]2)cc1OC	0.96	-10	-5	4	-5	-0.3	1.1	-2	1
COc1ccc(CNC(=O)COC(=O)c2ccc(S(=O)(=O)N3CCCCC3)cc2)cc1	0.96	1	-2	4	-3	0.6	1	8	-1

Part of the list above in order of molar mass, falling:
Molecule	mIAP act	ATG4B inh	hIAP inh	mIAP block	A3G deaminase	MPTP inh	hIAP act	A3A deaminase	beta cell repl
CCOC(=O)c1c(NC(=O)CN2C(=O)NC3(CCCCC3C)C2=O)sc(C)c1CC (stereo not given)	0.81	4	0	20	-10	-0.1	0.99	-1	-6
CCOC(=O)c1ccc(-c2ccc3oc(-c4ccsc4)cc(=O)c3c2)cc1F	1.1	-8	-4	-11	-4	-1.7	1	-4	-1
CC(=O)Nc1cccc(NC(=S)Nc2cccc(Cl)c2C)c1	0.82	8	-1	18	-1	-0.7	1	0	-3

Outcome played no part in choosing rows. About 3.3% of those tested had a hit in this group.
